# Insulin prom inh: TRM-6 insulin promoter activity inhibition; inhibition, % at 2 µM; 0.9% of 130,000 active; AID 1273; TRM-6 cells (human fetal islet line), insulin promoter-eGFP reporter, imaging; reporter expression induced with tamoxifen;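 active = inhibition above the mean plus 3 SD, with well images judged a real hit on visual review, cut at about 60% in these data, passing the limit was not always enough; inconclusive = inhibition over the cutoff but images rejected on review; inactive = inhibition not above the cutoff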
# SDO1 yeast rescue: compounds rescuing growth of sdo1-depleted yeast, bone marrow failure model; z-score at 10 µM; AID 817; S. cerevisiae sdo1-depleted JHY4D growth rescue, OD600 30 h; hits give high values; pdr5 snq2 efflux-pump mutant strain; 0.21% of 140,000 active;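 active = z-score above 3 at both the 24 hr and the 30 hr optical density reads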;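 note: z-score against mean and SD of all compound wells on the same plate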
# SDO1 yeast rescue Rescue 24 h: also measured in SDO1 yeast rescue; calls as there; z-score; S. cerevisiae sdo1-depleted JHY4D growth rescue, OD600; measured here: growth rescue at 24 h;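 0 is the plate mean of compound wells and units are plate SD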
# * hit, by the source's call; i = inactive; u = inconclusive; x = not tested or not shown.
(1) CCCCn1c(=O)c(C=Nc2cc([N+](=O)[O-])ccc2OC)c(O)n(CCCCl)c1=O
(2) CCN(CC)c1ccc(/C=C2/C(=O)NC(=O)N(CC3CCCO3)C2=O)cc1 (stereo unspecified)
(3) COc1ccc(NC(=O)CN2CC=C(c3ccccc3)CC2)cc1S(=O)(=O)N1CCOCC1
(4) COc1ccc(/C=C2/C(=O)N(Cc3ccco3)C(=O)N(C(C)C)C2=O)cc1
(5) O=Cc1cn(Cc2c(F)cccc2Cl)c2ccccc12
(6) CC(C)=CCC12CN3CCN(CC(C3)C1=O)C2
Assay by compound,1,2,3,4,5,6
Insulin prom inh,38,42,-110,-43,20,u
SDO1 yeast rescue Rescue 24 h,-0.33,0.58,x,-0.44,x,1.2
SDO1 yeast rescue,-0.53,1.5,x,0.14,x,1.1

(7) O=Cc1cn(Cc2ccc(F)cc2)c2ccccc12
(8) CCOC(=O)c1c(N)n(CCN2CCOCC2)c2nc3ccccc3nc12
(9) CC(C)c1oc(=O)cc2c1[C@@H](O)[C@H]1OC(=O)[C@@]3(C)CC[C@@H](O)[C@@]2(C)C13 (stereo partly specified)
(10) CC(=O)N(C1=NCCCS1)c1ccc(F)cc1
(11) Cc1ccc(C2SCC(=O)Nc3c2c(=O)[nH]n3C2CCOC(C)(C)C2)cc1 (stereo unspecified)
(12) CC(=O)Nc1ccc(C(=O)OCC(=O)Nc2ccc(Cl)cc2C(=O)c2ccccc2)cc1
Assay by compound,7,8,9,10,11,12
Insulin prom inh,33,i,14,-47,-50,33
SDO1 yeast rescue Rescue 24 h,x,0.44,1.4,0.99,-0.02,-0.3
SDO1 yeast rescue,x,0.22,0.54,1.1,0.42,-0.81

(13) Cc1ccc2c(c1)C1CN(C)CCC1N2C(=S)Nc1cccnc1 (stereo unspecified)
(14) CCn1c(O)c(C=Nc2ccc(N3CCOCC3)c(Br)c2)c(=O)n(CC)c1=S
(15) C[N+]1=C(/C=C/Nc2ccccc2)C(C)(C)c2ccccc21
(16) Clc1ccc(CNC2CN3CCC2CC3)cc1 (stereo unspecified)
(17) Nc1ccccc1C(=O)OCC(=O)Nc1ccc(Br)cc1F
(18) CCc1cccc2c(C#N)cn(CC(=O)N3CCOCC3)c12
Assay by compound,13,14,15,16,17,18
Insulin prom inh,16,3,x,-375,x,-23
SDO1 yeast rescue Rescue 24 h,x,0.68,4.2*,-0.33,-1.6,-0.14
SDO1 yeast rescue,x,0.68,6.2*,0.1,-1.1,0.85

(19) N=C1c2ccccc2CN1c1ncccn1
(20) COc1ccccc1N(CC(=O)NC1CCCCC1)C(=O)c1cnn(C(C)C)c1
(21) O=C(C1CCN(c2nc3ccc(Br)cc3s2)CC1)N1CCC2(CC1)OCCO2
(22) CC(C)c1ccc(N2C(=O)NC(=O)/C(=C/C=C/c3ccco3)C2=O)cc1
(23) Cc1ccc(C)c(NC(=O)CSc2nnc([C@@H](N)Cc3c[nH]c4ccccc34)o2)c1
(24) O=P(Nc1cccnc1)(Oc1ccccc1)Oc1ccccc1
Assay by compound,19,20,21,22,23,24
Insulin prom inh,0,-20,x,x,x,-22
SDO1 yeast rescue Rescue 24 h,x,-0.99,-0.34,-1.4,0.06,-0.29
SDO1 yeast rescue,x,0.23,-0.01,-1.2,0.35,-0.44

(25) CCCNS(=O)(=O)c1ccc(OCC(=O)N2CCN(C)CC2)cc1
(26) Cc1cccc(NP(C)(=O)c2nc3c(s2)CCCC3)c1 (stereo unspecified)
(27) CC(=O)OC1N=C(c2ccccc2)c2ccccc2NC1=O (stereo unspecified)
(28) O=C1CCCC2C3CCCN4CCCC(CN12)C34 (stereo unspecified)
(29) Clc1ccccc1CN1CCN(c2ccccc2)CC1
(30) O=c1cccc2n1CC1CC2CN(S(=O)(=O)c2ccc(F)cc2)C1 (stereo unspecified)
Assay by compound,25,26,27,28,29,30
Insulin prom inh,-438,44,7,-11,-45,5
SDO1 yeast rescue Rescue 24 h,-0.6,-0.17,-0.34,-0.4,-0.58,x
SDO1 yeast rescue,-0.68,1.2,0.23,-0.61,-0.49,x

(31) Cc1c(C(=O)N2CCC3(CC2)OCCO3)sc2ncnc(N3CCN(c4ccccn4)CC3)c12
(32) c1cc2c(cc1CCNC1C3CC4CC(C3)CC1C4)OCO2 (stereo unspecified)
(33) COc1nc(NC(C)C)nc(NC(C)C)n1
(34) CCCC(=O)Nc1ccc(N2CCN(CC)CC2)c(Cl)c1
(35) CCOC(=O)c1c(C)n(Cc2ccco2)c2ccc(O)cc12
(36) CC(=O)Nc1cc(C(=O)N2CCC3(CC2)OCCO3)ccc1Sc1ccc(C)cc1
Assay by compound,31,32,33,34,35,36
Insulin prom inh,3,-19,14,x,31,-71
SDO1 yeast rescue Rescue 24 h,-0.51,-0.75,0.43,0.69,-0.31,-0.06
SDO1 yeast rescue,-0.17,-0.75,0.52,1.6,-0.56,0.56

(37) Cc1nc2c(-c3ccc(F)cc3)c(C)nn2c(C)c1CCC(=O)N1CCC2(CC1)OCCO2
(38) CCCCCc1nc2ccccc2c(=O)n1-c1ccc(Cl)cc1[N+](=O)[O-]
(39) Cc1c2cnn(CC(=O)N3CCC4(CC3)OCCO4)c(=O)c2c(C)n1Cc1ccccc1
(40) Cc1ccc(N2CCN(CCc3ccccc3)CC2)cc1
(41) CCCCCn1c(NC(=O)c2ccco2)c(C(=O)OCC)c2nc3ccccc3nc21
(42) Oc1ccc(C2NCc3ccccc3-n3cccc32)cc1Cl (stereo unspecified)
Assay by compound,37,38,39,40,41,42
Insulin prom inh,x,-23,-32,-14,-21,14
SDO1 yeast rescue Rescue 24 h,-1.1,-0.27,-0.21,-0.18,-0.88,-1.2
SDO1 yeast rescue,-0.54,-0.32,0.29,-0.95,-1.4,-1.7

(43) O=C(C1CCC(=O)N1C1CCCCC1)N1CCC2(CC1)OCCO2 (stereo unspecified)
(44) N#Cc1c(/N=C/c2ccc(O)cc2O)sc2c1C1CCN2CC1
(45) COc1ccc(C2SCC(=O)Nc3c2c(=O)[nH]n3C2CCCCCC2)cc1 (stereo unspecified)
(46) CC(C)(C)n1c(O)c(C=Nc2ccc3c(c2)CCC3)c(=O)[nH]c1=O
(47) N[C@@H](Cc1c[nH]c2ccccc12)c1nnc(SCc2c(F)cccc2Cl)o1
(48) COc1ccccc1N1CCN(Cc2cc(C)c(C)cc2O)CC1
Assay by compound,43,44,45,46,47,48
Insulin prom inh,x,8,x,x,-18,-23
SDO1 yeast rescue Rescue 24 h,2.3,-0.51,-1.4,-0.89,-0.71,0.42
SDO1 yeast rescue,0.67,-0.35,0.17,-1.5,-1.6,0.43

(49) Cn1cc(C(=O)N2CCC3(CC2)OCCO3)c2c3ccccc3n(C)c2c1=O
(50) CCCCOc1nc2ccccc2c(=O)n1-c1ccccc1
(51) O=C(COc1ccc2ccccc2c1)N1CCN(CC2CC3C=CC2C3)CC1 (stereo unspecified)
(52) O=C1CSC2N1CCNC21CCCCC1 (stereo unspecified)
(53) COc1cccc(-n2c(O)c(C=NCCN3CCOCC3)c(=O)[nH]c2=O)c1
(54) COc1cccc(N2C(=O)CC(=O)NC2=O)c1
Assay by compound,49,50,51,52,53,54
Insulin prom inh,5,-3,-23,x,x,x
SDO1 yeast rescue Rescue 24 h,0.97,-0.37,-0.57,2.1,2.8,-0.12
SDO1 yeast rescue,0.78,-0.82,-1.2,1.1,1.4,0.28

(55) COc1ccccc1-n1c(O)c(C=NCCCn2ccnc2)c(=O)[nH]c1=O
(56) CC(Cc1ccccc1Sc1ccccc1)N(C)C (stereo unspecified)
(57) Cn1c(=O)n(CC(=O)N2CCC3(CC2)OCCO3)c(=O)c2ccccc21
(58) O=C(Nc1ccc(F)cc1F)c1cccnc1Oc1cccc(C(F)(F)F)c1
(59) COC(=O)C1=C(C)OC(N)=C(C#N)C12C(=O)Nc1ccccc12 (stereo unspecified)
(60) O=Cc1cn(Cc2cccc(F)c2)c2ccccc12
(61) O=[P+](Cc1ccccc1)Cc1ccccc1
(62) CCCCn1c(O)c(C(CC)=NCCc2ccccc2)c(=O)[nH]c1=O
Assay by compound,55,56,57,58,59,60,61,62
Insulin prom inh,x,-46,x,-65,-14,8,-117,-17
SDO1 yeast rescue Rescue 24 h,-0.96,-0.64,0.89,1.6,x,0.89,-0.48,-0.55
SDO1 yeast rescue,0.12,0.05,0.74,0.31,x,0.03,-0.16,-1.2

# Some of the entries above, reformatted:
no. | mol | Insulin prom inh | SDO1 yeast rescue Rescue 24 h | SDO1 yeast rescue
47 | N[C@@H](Cc1c[nH]c2ccccc12)c1nnc(SCc2c(F)cccc2Cl)o1 | -18 | -0.71 | -1.6
48 | COc1ccccc1N1CCN(Cc2cc(C)c(C)cc2O)CC1 | -23 | 0.42 | 0.43
49 | Cn1cc(C(=O)N2CCC3(CC2)OCCO3)c2c3ccccc3n(C)c2c1=O | 5 | 0.97 | 0.78
50 | CCCCOc1nc2ccccc2c(=O)n1-c1ccccc1 | -3 | -0.37 | -0.82
51 | O=C(COc1ccc2ccccc2c1)N1CCN(CC2CC3C=CC2C3)CC1 (stereo unspecified) | -23 | -0.57 | -1.2
52 | O=C1CSC2N1CCNC21CCCCC1 (stereo unspecified) | x | 2.1 | 1.1
53 | COc1cccc(-n2c(O)c(C=NCCN3CCOCC3)c(=O)[nH]c2=O)c1 | x | 2.8 | 1.4
54 | COc1cccc(N2C(=O)CC(=O)NC2=O)c1 | x | -0.12 | 0.28
55 | COc1ccccc1-n1c(O)c(C=NCCCn2ccnc2)c(=O)[nH]c1=O | x | -0.96 | 0.12
56 | CC(Cc1ccccc1Sc1ccccc1)N(C)C (stereo unspecified) | -46 | -0.64 | 0.05
57 | Cn1c(=O)n(CC(=O)N2CCC3(CC2)OCCO3)c(=O)c2ccccc21 | x | 0.89 | 0.74
58 | O=C(Nc1ccc(F)cc1F)c1cccnc1Oc1cccc(C(F)(F)F)c1 | -65 | 1.6 | 0.31
59 | COC(=O)C1=C(C)OC(N)=C(C#N)C12C(=O)Nc1ccccc12 (stereo unspecified) | -14 | x | x
60 | O=Cc1cn(Cc2cccc(F)c2)c2ccccc12 | 8 | 0.89 | 0.03
61 | O=[P+](Cc1ccccc1)Cc1ccccc1 | -117 | -0.48 | -0.16

# Rewritten with two lines to a compound: part of the list above
# Second line of a record: Insulin prom inh | SDO1 yeast rescue Rescue 24 h | SDO1 yeast rescue
61: O=[P+](Cc1ccccc1)Cc1ccccc1
  -117 | -0.48 | -0.16
62: CCCCn1c(O)c(C(CC)=NCCc2ccccc2)c(=O)[nH]c1=O
  -17 | -0.55 | -1.2

# An excerpt. The share of hits here may be higher or lower than overall.
